# HGIII-sPLA2 inh – Inhibits HGIII-sPLA2 liposome hydrolysis, primary screen. QFRET BODIPY PC-A2 liposome hydrolysis, fluorescence. inhibition, % at 12.2 µM. 370,000 tested, 0.56% active;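 active means inhibition above mean plus 3 SD of compounds lying within the high and low control bounds, cut at about 19% in these data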;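 further: 0% = median of test compound wells and 100% = no enzyme DMSO wells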
# Target sequence (Q9NZ20 whole entry, looked up): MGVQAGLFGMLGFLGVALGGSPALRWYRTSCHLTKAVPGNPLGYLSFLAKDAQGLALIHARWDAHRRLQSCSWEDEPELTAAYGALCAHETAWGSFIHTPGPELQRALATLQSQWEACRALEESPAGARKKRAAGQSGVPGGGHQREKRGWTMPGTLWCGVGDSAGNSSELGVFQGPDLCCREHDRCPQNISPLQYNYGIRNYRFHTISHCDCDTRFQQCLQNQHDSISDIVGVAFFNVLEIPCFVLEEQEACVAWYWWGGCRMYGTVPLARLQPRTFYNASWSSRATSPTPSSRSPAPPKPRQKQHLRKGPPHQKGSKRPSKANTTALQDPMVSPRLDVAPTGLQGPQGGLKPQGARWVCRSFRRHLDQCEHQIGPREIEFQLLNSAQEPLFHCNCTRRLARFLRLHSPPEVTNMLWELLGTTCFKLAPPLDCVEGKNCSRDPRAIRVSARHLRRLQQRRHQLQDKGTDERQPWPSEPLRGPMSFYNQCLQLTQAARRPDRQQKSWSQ
# hgDAF-12 ag – hgDAF-12 agonism, primary luciferase screen; 370,000 tested, 1.8% active; HEK293 GAL4-hgDAF12 UAS-luciferase reporter, agonist luminescence; normalized to butyrate control; activation, % at 6.8 µM;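 active means activation above a cutoff set at the mean of all screened compounds plus 3 SD, cut at about 10% in these data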;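 further: 0% = DMSO wells and 100% = sodium butyrate wells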
# NPR2 activator – GC-B (human) receptor activation | 370,000 tested, 0.11% active | activation, % at 10 µM | HEK293-GC-B cells, CNP EC30, cGMP TR-FRET; 0% at EC30 CNP, 100% saturating CNP;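 active means activation at 10 µM reaching about 35% in either raw or pattern-adjusted values, limit read from the data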
# KLK7 zymogen act – proKLK7 (human) activation, primary screen | activation, % at 7 µM | purified proKLK7, EDANS-DABCYL substrate fluorescence; 100% is mature enzyme control, 0% vehicle | 370,000 tested, 0.9% active | AID 652039;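 active means activation above the mean of all tested compounds plus 3 SD, computed per campaign excluding outliers beyond control limits, cut at about 13% in these data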
# Target sequence (P49862 whole entry, looked up): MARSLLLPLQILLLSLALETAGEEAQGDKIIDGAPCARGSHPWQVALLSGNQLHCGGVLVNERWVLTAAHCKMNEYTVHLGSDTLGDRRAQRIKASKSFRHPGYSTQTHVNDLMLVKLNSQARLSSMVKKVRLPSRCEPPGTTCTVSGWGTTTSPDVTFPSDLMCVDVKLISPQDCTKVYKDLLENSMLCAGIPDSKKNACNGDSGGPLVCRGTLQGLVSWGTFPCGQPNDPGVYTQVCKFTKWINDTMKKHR
# FXN GAA850 act – activators of GAA850 frataxin (FXN) promoter; 360,000 tested, 0.56% active; activation, % at 6 µM; HEK293 lucGAA850 FXN promoter luciferase reporter, 24 h; percent of 10 µM SAHA response;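 active means activation above the average of all compounds screened plus 3 SD, cutoff fixed separately per campaign, cut at about 7.5% in these data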;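 further: 0% = DMSO wells and 100% = 10 µM SAHA wells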
# DAX1 inh-1 – blocks DAX1 repression of SF-1 activated StAR promoter. HEK293T StAR-luciferase reporter, SF-1/DAX-1 repression relief. inhibition, % at 6.8 µM. 370,000 tested, 1.1% active. AID 652010;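 active means inhibition above the mean over all tested compounds plus 3 SD, cut at about 3.6% in these data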;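 further: 0% = DAX-1 cells with DMSO and 100% = cells lacking DAX-1 with DMSO; higher inhibition means more luminescence from relief of DAX-1 repression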
# DAX1 inh-2 – inhibits human nuclear receptor DAX1 | inhibition, % at 6.75 µM | 340,000 tested, 0.99% active | HEK293 Gal4-DAX1 luciferase reporter, luminescence | AID 504766;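 active means inhibition above the mean over all tested compounds plus 3 SD, cut at about 4.2% in these data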;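 further: 0% = DAX1-transfected cells with DMSO and 100% = empty-vector control cells with DMSO; inhibition shows as a rise in luminescence from relieved DAX1 repression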
# Target sequence (P51843 207-470 limits assumed): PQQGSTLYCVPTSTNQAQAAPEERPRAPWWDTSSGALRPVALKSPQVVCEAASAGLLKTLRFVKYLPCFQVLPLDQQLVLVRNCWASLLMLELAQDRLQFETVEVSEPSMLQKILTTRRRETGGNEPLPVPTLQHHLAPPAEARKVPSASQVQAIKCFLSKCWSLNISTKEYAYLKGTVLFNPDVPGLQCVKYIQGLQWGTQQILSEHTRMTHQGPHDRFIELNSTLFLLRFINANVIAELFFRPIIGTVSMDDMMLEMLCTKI
# ssDAF12 agonist – activators of S. stercoralis DAF-12 nuclear receptor. HEK293 ssDAF-12/GRIP1 lit1-tk-luc reporter, luminescence; % of 3 µM dafachronic acid response. activation, % at 6.8 µM. 370,000 tested, 1% active;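 active means activation above the mean over all tested compounds plus 3 SD, cut at about 0.9% in these data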;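 further: 0% = DMSO-only wells and 100% = 3 µM delta7-dafachronic acid wells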
# hcDAF-12 act – activators of H. contortus DAF-12 nuclear receptor; HEK293 hcDAF-12 lit1-tk-luc reporter, luminescence; 0% DMSO, 100% Δ7-dafachronic acid; activation, % at 6.8 µM; 370,000 tested, 1.4% active;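 active means activation above the mean of all tested compounds plus 3 SD, cut at about 5.5% in these data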;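 further: 100% = response to 3 µM Δ7-dafachronic acid high control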
# SMARCA2 act – activators of SMARCA2 function; AID 652017; MG213 cells, MMTV-luciferase reporter, dexamethasone, overnight; activation, % at 9.1 µM; 370,000 tested, 1% active; in the data active means activation above about 7.8%;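 further: 0% = vehicle wells and 100% = reference activator wells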
# NPR1 activator – GC-A (human) enzyme activation; 370,000 tested, 0.14% active; HEK293 GC-A cells, cGMP TR-FRET, EC30 ANP; 0% at EC30 ANP, 100% saturating ANP; activation, % at 10 µM; in the data active means activation above about 40%
# * marks the source's active call; other numbers are inactive results; x = not tested or not shown.
SMILES,HGIII-sPLA2 inh,hgDAF-12 ag,NPR2 activator,KLK7 zymogen act,FXN GAA850 act,DAX1 inh-1,DAX1 inh-2,ssDAF12 agonist,hcDAF-12 act,SMARCA2 act,NPR1 activator
C=CCn1c(O)c(/C=N/N2CCCCC2c2cccnc2)c(=O)[nH]c1=S (configuration not stated),2.5,-1.8,-2.4,0.4,1.0,0.1,-0.9,-0.4,-0.7,-3.0,-2.3
Cc1ccccc1NC1=NCCCS1,6.9,3.0,5.5,0.3,-0.8,-0.2,0.8,-1.4,-0.3,1.7,-3.7
CC1=CC2OC3CC4OC(=O)C=CC=CC(C(C)O)OCC(O)C5(C)OC5C(=O)OCC2(CC1O)C4(C)C31CO1 (configuration not stated),4.0,-17.6,4.6,-0.4,-14.5,-7.2,-6.8,-2.4,-6.0,-9.8,3.5
Clc1ccc(-c2nc3ccc(Cl)cn3c2CN2CCCCC2)cc1,10.1,4.7,10.8,-0.9,-0.7,1.1,0.3,0.0,1.1,0.2,4.7
O=[N+]([O-])c1ccc(C(=Nc2ccccc2)N2CC2)cc1,5.5,3.7,-4.7,-0.8,-1.9,1.6,0.0,-1.2,0.5,-2.1,-5.4
C[C@]12CCC3C(CC[C@H]4C[C@@H](O)CC[C@]34C)C1=CC[C@@H]2O (some centres not stated),1.5,-0.9,3.3,0.7,0.2,0.6,-0.7,-0.8,-1.4,-1.9,1.2
COc1ccc(CCNCC2CCCO2)cc1 (configuration not stated),6.8,-1.9,6.7,-0.2,-0.2,-0.5,-0.7,-1.7,-2.2,-1.8,0.1
c1ccc(C2N3CCCN23)cc1 (configuration not stated),1.1,0.9,-3.5,0.7,1.8,-0.4,2.0,-1.3,-1.3,-1.6,-6.2
O=Cc1cn(Cc2c(F)cccc2Cl)c2ccccc12,-2.4,-3.2,8.7,-0.1,2.4,-2.2,0.3,-1.5,-0.9,-2.2,0.1
COc1ccccc1N1CCN(Cc2ccc3c(c2)OCO3)CC1,6.4,0.9,0.8,-0.1,-1.9,0.3,2.4,-1.5,-1.3,-5.2,-2.3
COc1ccc(/C=C2/C(=O)N(Cc3ccco3)C(=O)N(C(C)C)C2=O)cc1,-0.3,-4.7,-8.4,-0.2,-0.4,0.2,0.5,-1.4,0.7,1.5,-7.4
COc1ccc(O)c(CN2CCCC(C(=O)c3ccccc3SC)C2)c1 (configuration not stated),-4.5,3.7,-3.8,0.0,-3.1,-0.6,-1.2,-2.1,-1.3,-0.8,-3.3
CCC(=NC1CC1)c1c(O)n(C2CCCCC2)c(=O)[nH]c1=O,-2.7,0.5,3.8,0.7,1.3,-0.2,0.3,-0.9,-2.1,-1.6,3.5
C=Cn1ccnc1P(=S)(c1ccc(N(C)C)cc1)c1nccn1C=C,6.5,-0.8,-8.9,1.1,-1.5,0.3,0.1,-1.3,0.2,-1.7,-10.2
Cc1ncc([N+](=O)[O-])n1CCOc1nonc1N,2.1,1.2,2.5,0.3,-1.6,-0.3,0.2,0.6,-0.8,2.5,-1.2

# Exported with bars between the fields: entries from further up.
compound | HGIII-sPLA2 inh | hgDAF-12 ag | NPR2 activator | KLK7 zymogen act | FXN GAA850 act | DAX1 inh-1 | DAX1 inh-2 | ssDAF12 agonist | hcDAF-12 act | SMARCA2 act | NPR1 activator
Cc1ccccc1NC1=NCCCS1 | 6.9 | 3.0 | 5.5 | 0.3 | -0.8 | -0.2 | 0.8 | -1.4 | -0.3 | 1.7 | -3.7
CC1=CC2OC3CC4OC(=O)C=CC=CC(C(C)O)OCC(O)C5(C)OC5C(=O)OCC2(CC1O)C4(C)C31CO1 (configuration not stated) | 4.0 | -17.6 | 4.6 | -0.4 | -14.5 | -7.2 | -6.8 | -2.4 | -6.0 | -9.8 | 3.5
Clc1ccc(-c2nc3ccc(Cl)cn3c2CN2CCCCC2)cc1 | 10.1 | 4.7 | 10.8 | -0.9 | -0.7 | 1.1 | 0.3 | 0.0 | 1.1 | 0.2 | 4.7

# Other records follow.
SMILES,HGIII-sPLA2 inh,hgDAF-12 ag,NPR2 activator,KLK7 zymogen act,FXN GAA850 act,DAX1 inh-1,DAX1 inh-2,ssDAF12 agonist,hcDAF-12 act,SMARCA2 act,NPR1 activator
COc1cc2c(cc1OC)[C@@H]1C(=O)c3ccc4c(c3O[C@@H]1CO2)C[C@H](C(C)C)O4,-24.0,-9.9,-5.7,-0.2,-4.7,-1.6,-7.4,-2.7,-4.1,-6.6,-2.7
CC(C)=CCC12CN3CCN(CC(C3)C1=O)C2,1.3,3.0,0.1,0.3,-2.4,0.0,0.1,-1.1,-1.8,-0.3,0.6
CCC1=CCN(CCc2c(C)[nH]c3ccccc23)CC1,-5.1,0.2,-4.1,-0.2,-3.1,0.3,1.4,-1.1,0.5,2.3,0.4
CCCCCn1c(=O)c(C(=O)Nc2ccccc2)c(O)c2ccccc21,3.3,0.5,0.0,-0.4,0.0,0.1,-0.5,-0.3,7.8*,1.7,5.7
Cc1cc(/C=C2\C(=O)NC(=O)N(c3cccc(F)c3)C2=O)c(C)n1-c1cc(C(=O)O)cc(C(=O)O)c1,-2.7,-0.5,4.0,-0.1,0.8,-0.4,-0.7,-0.9,-0.2,7.7,0.7
C[C@@]1([C@@H](NP(=O)(c2ccccc2)c2ccccc2)c2ccccc2)C[C@H]1CCO,-0.4,-1.7,-27.8,-0.1,-1.5,-0.4,-0.5,-0.7,-1.0,-0.3,-16.8
O=Cc1cn(Cc2ccc(F)cc2)c2ccccc12,-2.2,-5.8,-3.8,-0.1,-0.8,-1.9,-2.5,-1.7,-2.1,2.1,-12.2
O=C(NN=Cc1ccc(N(CCCl)CCCl)cc1)C(=O)c1c[nH]c2ccccc12,-12.9,-1.4,-2.5,-6.3,-3.6,-3.3,-1.7,-1.2,-0.9,-4.8,2.6
C=CCN1C(=O)C2(C(C(=O)OCC)=C(N)Oc3c2c(=O)oc2ccccc32)c2ccccc21 (configuration not stated),0.9,-2.1,-4.5,0.5,-2.6,0.1,2.3,-0.2,-1.6,3.1,-4.2
CSc1ccc(CN2CCN(C(=O)Cc3ccccc3)CC2)cc1,-8.6,-1.4,2.6,-1.0,1.6,-0.5,x,-1.7,-2.2,-4.6,-4.3
Cn1cc[n+](C)c1P(=S)(c1ccccc1)c1ccccc1,0.8,10.2,-1.0,-0.2,1.5,-0.1,0.8,0.1,-1.7,-1.3,4.9
CCCS(=O)(=O)N1CCCC(C(=O)N2CCC3(CC2)OCCO3)C1 (configuration not stated),6.3,2.0,4.5,-0.1,0.5,0.0,-0.6,-1.2,-0.8,1.6,3.5
FC(F)(F)c1ccccc1NC1=NCCCS1,9.3,1.6,0.2,-0.3,0.4,0.5,-0.3,-0.5,1.8,-2.6,-0.1
O=C(COC(=O)Cc1ccccc1)NC12CC3CC(CC(C3)C1)C2,-2.4,1.2,7.0,-0.3,-1.1,-1.0,1.1,-0.8,-0.3,0.8,0.8
N#CCCn1cc(C(=O)Nc2ccc(F)cc2)c(-c2ccccc2)n1,-1.3,-0.6,4.4,-0.1,2.8,0.0,-0.9,-1.6,-2.5,0.0,-1.0
CCC(C)NC1(c2ccccc2)CCCCC1 (configuration not stated),0.2,1.3,-8.8,0.1,x,0.4,x,-0.9,0.6,6.0,-2.4
Cc1ccccc1-n1c(C)nc2ccccc2c1=O,3.4,1.0,-1.0,0.2,2.0,-0.9,4.2,-1.6,-1.7,-3.1,-0.6
CC1(C(=O)O)CCCC2(C)c3cc(O)ccc3CCC12 (configuration not stated),-6.8,-0.3,2.1,0.1,0.4,0.4,x,-1.7,-0.5,-1.2,-0.9
O=C(O)CCn1cc(C=C2C(=O)NC(=S)NC2=O)c(-c2cccc(Br)c2)n1,6.4,-0.1,0.2,-0.5,0.8,0.4,1.5,-1.7,-1.5,-3.0,-0.8
CCN(CC)CCCN=Cc1c(O)n(-c2cccc(C)c2C)c(=O)[nH]c1=O,11.7,4.0,3.7,0.2,0.1,-0.4,0.4,-1.4,2.2,-1.2,2.9
C[C@H]1CN([C@@H](C)CO)C(=O)CCCn2nncc2CO[C@H]1CN(C)C(=O)Oc1ccccc1,9.4,-4.0,5.5,0.0,0.3,0.9,0.2,-1.3,3.3,4.4,6.1
O=C(O)c1nn(Cc2ccc(Cl)cc2Cl)c2ccccc12,0.2,-1.1,-2.8,-0.2,0.1,-0.4,1.4,-0.6,-2.7,-4.7,-0.8
COC(=O)c1c(C)n(Cc2ccccc2)c2ccc(O)cc12,-3.8,-2.7,5.0,0.1,0.1,0.2,0.1,-1.1,-0.7,-6.9,79.8*
COC(=O)C1=C(c2cc3ccccc3s2)C[C@@H]2CC[C@H]1N2C(=O)NCC1CC1,0.5,-2.0,-0.6,0.1,-1.1,-0.9,-1.5,-1.6,-2.7,-1.2,-3.8
O=C(N=Nc1c(O)[nH]c(=O)[nH]c1=O)C1COc2ccccc2O1 (configuration not stated),0.7,-2.7,-9.3,-0.2,0.8,-0.4,0.2,-1.6,-0.1,0.1,0.5
CCC1C2CC3C4N(C)c5ccccc5C45CC(C2C5O)N3[C@@H]1O (some centres not stated),3.7,0.0,-0.5,-0.5,-0.4,-0.3,0.2,-1.0,0.5,-1.2,-6.8
CN1CCN(c2ccc(C(F)(F)F)cc2N)CC1,-8.1,1.9,2.5,0.0,1.2,-0.1,1.7,-1.7,2.9,1.4,0.6
CC1c2ccccc2-n2nncc2CN1C (configuration not stated),14.0,-1.2,0.4,-0.3,0.0,-0.1,-0.7,-0.3,0.6,-4.7,-2.2
CCCCn1c(=O)c(C=Nc2cc([N+](=O)[O-])ccc2OC)c(O)n(CCCCl)c1=O,-0.4,2.2,1.5,0.2,3.7,-0.1,0.8,-1.3,-1.4,3.0,1.2
CC1(C)CC(=O)C=C(NCCN2CCN(C(=O)Cc3ccc(Cl)cc3)CC2)C1,0.7,1.5,8.7,-1.1,0.8,-0.8,0.1,-0.6,-1.4,2.7,0.4
CCN(CC)c1ccc(/C=C2/C(=O)NC(=O)N(CC3CCCO3)C2=O)cc1 (configuration not stated),-3.0,1.7,7.9,0.0,-0.7,-0.5,-1.0,-1.0,2.0,-1.6,18.6
Cn1cc(C(O)CN2CCCCC2)c2ccccc21 (configuration not stated),2.8,2.2,2.0,0.3,-1.5,0.8,1.2,-0.2,0.6,3.8,1.3
CCCCn1c(O)c(C(C)=NCc2cccnc2)c(=O)[nH]c1=O,14.7,-1.3,-4.0,-0.2,1.9,-0.1,3.5,-1.4,-0.7,-2.4,-5.0
CCOP(=O)(OCC)c1cccc(OP(=O)(c2cccc([N+](=O)[O-])c2)c2cccc([N+](=O)[O-])c2)c1,0.2,-2.8,1.7,-0.2,-0.5,0.0,x,-0.4,-0.6,3.4,3.9
Cn1c(O)c(C=NCCCN2CCCC2=O)c(=O)n(C)c1=O,-4.0,1.3,1.8,0.1,0.8,0.2,-0.3,-0.8,-0.9,-2.1,0.7
COc1ccc(NC(=O)CN2CC=C(c3ccccc3)CC2)cc1S(=O)(=O)N1CCOCC1,-5.7,-0.5,2.6,0.5,1.8,-1.1,-0.6,-1.9,-2.6,-3.5,0.8
CN(C)c1ccc(C=C2C(=O)NC(=O)NC2=O)cc1,3.4,-0.5,4.7,-0.6,-0.6,0.7,0.8,-0.5,0.3,3.6,14.6
COc1cccc(C(=O)C2CCCN(Cc3ccccn3)C2)c1 (configuration not stated),-2.6,-2.4,4.0,-0.4,3.1,-0.3,-2.6,-1.5,0.2,0.7,-3.7

# Not all compounds are listed, so the mix of outcomes need not match the whole.
